DDE Tn6 FP inh = disrupts Tn6 cyclic peptide binding to fibrin D-Dimer-E complex | Fibrin DD(E) TRITC-Tn6 fluorescence polarization displacement | 370,000 tested, 0.21% active | inhibition, % at 8.3 µM;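 active = inhibition above a per-campaign cutoff: mean of compounds within control limits plus 3 SD, cut at about 15% in these data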;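 note: 0% = median of all compound wells on the plate and 100% = blocking peptide control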
Target sequence (P02675 whole entry, looked up): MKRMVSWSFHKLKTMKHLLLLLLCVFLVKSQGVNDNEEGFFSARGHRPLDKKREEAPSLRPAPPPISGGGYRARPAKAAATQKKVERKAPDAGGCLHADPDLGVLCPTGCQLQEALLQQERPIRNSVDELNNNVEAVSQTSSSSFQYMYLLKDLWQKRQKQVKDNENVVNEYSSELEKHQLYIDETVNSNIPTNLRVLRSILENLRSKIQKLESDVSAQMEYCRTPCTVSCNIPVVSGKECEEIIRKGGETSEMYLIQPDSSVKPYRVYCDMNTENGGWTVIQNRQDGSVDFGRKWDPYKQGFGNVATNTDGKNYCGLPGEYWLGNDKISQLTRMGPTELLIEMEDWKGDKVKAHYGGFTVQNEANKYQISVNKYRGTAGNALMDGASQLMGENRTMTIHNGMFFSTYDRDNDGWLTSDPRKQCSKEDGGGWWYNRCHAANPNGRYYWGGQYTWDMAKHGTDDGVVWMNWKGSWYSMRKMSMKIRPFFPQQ
NPR1 activator = GC-A (human) enzyme activation; P16066; HEK293 GC-A cells, cGMP TR-FRET, EC30 ANP; 0% at EC30 ANP, 100% saturating ANP; activation, % at 10 µM; 370,000 tested, 0.14% active; AID 1671463; in the data active = activation above about 40%
ARFGAP1 inhibitor = inhibitors of rat ARFGAP1. 360,000 tested, 0.26% active. Q62848. Arfgap1-stimulated ARF1 GTP hydrolysis, GDP FP detection. inhibition, % at 16.5 µM;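 active = inhibition above a per-plate limit, mean inhibition of low control wells plus 3 SD, cut at about 25% in these data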;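 note: 0% = DMSO wells with enzyme and 100% = wells lacking Arfgap1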
Target sequence (Q62848 1-136 limits assumed): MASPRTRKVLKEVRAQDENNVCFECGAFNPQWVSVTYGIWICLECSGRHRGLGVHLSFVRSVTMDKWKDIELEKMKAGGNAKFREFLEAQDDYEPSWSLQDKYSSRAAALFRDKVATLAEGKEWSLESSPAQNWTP
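Material: truncated rat Arfgap1 GAP domain; Incubation: compound-enzyme preincubation 20 min, reaction 120 min, detection 60 min, 25 °C; Read-out: percent inhibition of Arfgap1-stimulated GTP hydrolysis; Technique: FP, GDP Alexa 633 tracer displaced from anti-GDP antibody, 620/688 nm; Controls: No-Arfgap1 wells (100%) versus DMSO full-reaction wells (0%); Replication: single well per compound.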
rCAG binder = molecules binding r(CAG) RNA repeats. inhibition, % at 3 µM. AID 651821. r(CAG) RNA repeat, TO-PRO-1 dye displacement fluorescence. 370,000 tested, 1.3% active;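 active = inhibition above the plate cutoff, the mean of all test compounds on that plate plus 3 SD, cut at about 35% in these data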;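 note: 0% = DMSO alone and 100% = 100 µM mitoxantrone as full dye displacement; higher means more dye released from RNA so lower well fluorescence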
KLK7 zymogen act = activators of human kallikrein-7 zymogen; purified proKLK7, EDANS-DABCYL substrate fluorescence; 100% is mature enzyme control, 0% vehicle; activation, % at 7 µM; 370,000 tested, 0.9% active; AID 652039;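 active = activation above the mean of all tested compounds plus 3 SD, computed per campaign excluding outliers beyond control limits, cut at about 13% in these data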
ADAM10 inh = inhibits human ADAM10. O14672. recombinant ADAM10, EDANS/DABCYL FRET peptide cleavage, 3 h. inhibition, % at 7 µM. 370,000 tested, 0.62% active. AID 720582;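 active = inhibition above a per-campaign cutoff equal to the mean of compounds falling between control-based bounds plus 3 SD, cut at about 20% in these data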;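 note: 0% = DMSO wells while the 100% control is not disclosed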
HGIII-sPLA2 inh = Blocks human group III sPLA2 activity; QFRET BODIPY PC-A2 liposome hydrolysis, fluorescence; inhibition, % at 12.2 µM; 370,000 tested, 0.56% active; AID 743126;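 active = inhibition above mean plus 3 SD of compounds lying within the high and low control bounds, cut at about 19% in these data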;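 note: 0% = median of test compound wells and 100% = no enzyme DMSO wells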
ASAP1 inh = inhibitors of human ASAP1 ArfGAP activity. Q9ULH1. ASAP1-stimulated ARF1 GTP hydrolysis, GDP FP detection. inhibition, % at 16.5 µM. 360,000 tested, 0.19% active. AID 624377; in the data active = inhibition above about 25%;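 note: 0% = vehicle with enzyme and substrate and 100% = no enzyme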
Target sequence (Q9ULH1 325-724 limits assumed): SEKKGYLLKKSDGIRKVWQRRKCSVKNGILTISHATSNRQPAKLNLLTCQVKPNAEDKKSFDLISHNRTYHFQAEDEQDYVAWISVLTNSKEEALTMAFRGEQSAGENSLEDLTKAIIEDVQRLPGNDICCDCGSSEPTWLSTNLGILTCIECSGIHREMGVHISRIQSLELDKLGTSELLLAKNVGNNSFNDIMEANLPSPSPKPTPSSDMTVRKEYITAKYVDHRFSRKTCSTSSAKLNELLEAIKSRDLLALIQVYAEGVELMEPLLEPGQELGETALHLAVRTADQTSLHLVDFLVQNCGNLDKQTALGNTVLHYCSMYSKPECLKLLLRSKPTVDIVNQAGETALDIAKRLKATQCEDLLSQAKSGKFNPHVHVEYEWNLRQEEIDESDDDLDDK
FXN GAA850 act = activators of GAA850 frataxin (FXN) promoter | HEK293 lucGAA850 FXN promoter luciferase reporter, 24 h; percent of 10 µM SAHA response | AID 540364 | 360,000 tested, 0.56% active | activation, % at 6 µM;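 active = activation above the average of all compounds screened plus 3 SD, cutoff fixed separately per campaign, cut at about 7.5% in these data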;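 note: 0% = DMSO wells and 100% = 10 µM SAHA wells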
GC-B act = GC-B (human) receptor activation; AID 1920062; HEK293-GC-B cells, CNP EC30, cGMP TR-FRET; 0% at EC30 CNP, 100% saturating CNP; 370,000 tested, 0.11% active; activation, % at 10 µM;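 active = activation at 10 µM reaching about 35% in either raw or pattern-adjusted values, limit read from the data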
Numbers without * were called inactive; . = no result given. Rows were taken by chance. Share with any hit: about 4.5%.

SMILES	DDE Tn6 FP inh	NPR1 activator	ARFGAP1 inhibitor	rCAG binder	KLK7 zymogen act	ADAM10 inh	HGIII-sPLA2 inh	ASAP1 inh	FXN GAA850 act	GC-B act
N#Cc1ccc(Oc2ccc(/C=N/O)cn2)cc1	4	2	-1	-2	0.3	-1	1	-3	-0.7	-1
O=C(N/C(=C/c1cccc([N+](=O)[O-])c1)C(=O)N1CCCCC1)c1ccco1	-1	3	12	-6	0.2	-8	-1	1	2.0	0
Cc1ccccc1CS(=O)(=O)CCC(=O)NCc1ccc(F)cc1Cl	10	0	8	-8	0.2	-1	1	-14	0.5	-1
Clc1ccccc1OCc1nn2c(-c3ccncc3)nnc2s1	2	7	3	-1	-0.5	2	5	-4	-2.1	1
COc1ccc(OC)c(N2C(=O)CC(Cc3cc(C)cc(C)c3)C2=O)c1 (stereo not given)	4	-3	2	-5	-0.1	-7	2	16	1.1	0
CC(C)CN1CCNC(=O)C1CC(=O)NCCc1cnn(-c2ccccc2)c1 (stereo not given)	6	4	-10	0	-0.8	-22	-4	1	-0.5	3
Cn1c(COc2ccccc2)nnc1SCC(=O)Nc1ccccc1-c1ccccc1	-1	-8	.	4	0.5	-3	-9	.	.	-9
O=C(CCl)Nc1cc(S(=O)(=O)N2CCCCCC2)ccc1Cl	-1	1	2	-4	-0.1	0	4	-15	11*	5
COc1ccccc1S(=O)(=O)Cc1ccc(C(=O)NCCCN2CCN(c3ccc(F)cc3)CC2)o1	5	0	-18	-7	0.2	-5	8	5	-1.7	1
Cc1noc(C)c1COC(=O)c1ccccc1Sc1ccccc1C#N	-1	-16	0	-7	-0.3	-7	-16	10	1.4	-9
COCC(=O)Nc1cc([N+](=O)[O-])ccc1OC	3	-2	3	0	-0.5	2	17	17	2.9	0
COc1ccc(OCCC(=O)N2CCN(C)CC2)cc1	14	-5	0	-3	0.4	-3	2	7	1.7	4
O=C(c1cccs1)N1CCN(c2nc3ccc([N+](=O)[O-])cc3s2)CC1	-5	-6	9	-1	-0.4	-9	1	-7	4.5	1
COc1ccc(CNC(=O)[C@@H](Cc2ccccc2)NC(=O)[C@H]2O[C@@H](n3ccc(=O)[nH]c3=O)[C@H](O)[C@@H]2O)cc1	6	2	4	2	0.6	-13	2	0	.	2
CC[C@@H](C)[C@@H]1CN([C@@H](C)CN2CCC[C@H]2CN2C(N)=NC[C@@H]2Cc2ccccc2)C(=N)N1CCCC1CCCC1	7	0	6	13	0.7	1	-3	1	-0.4	2
CCC1(COC(NC(=O)c2cccnc2)(C(F)(F)F)C(F)(F)F)COC1	3	1	-6	-3	0.3	-5	1	-4	0.5	6
Cc1cc(NC(=O)CCC(=O)N(c2ccccc2)C(C(=O)NC(C)(C)C)c2ccccc2Cl)no1 (stereo not given)	2	-10	5	-9	-0.3	-2	0	-3	1.4	-6
CCOC(=O)NC1(C(F)(F)F)NC(=O)N(c2ccc(F)cc2)C1=O (stereo not given)	-7	3	-11	0	-0.5	-6	3	-3	1.0	0
C=CCNC(=O)C(C)N1c2cccc3cccc(c23)S1(=O)=O (stereo not given)	-3	0	-5	5	9.9	-122	-2	-9	-1.0	4
C#CCOCCOCCOCCNc1nc(N2CCN(C(=O)Cn3cc(CC(C)O)nn3)CC2)nc(N2CCN(C(=O)[C@H](CCCCN)n3cc(CC(C)O)nn3)CC2)n1 (stereo not given in full)	-2	-1	4	-7	0.5	3	-5	4	-0.7	8

Given field by field: entries from further up.
COCC(=O)Nc1cc([N+](=O)[O-])ccc1OC
  DDE Tn6 FP inh: 3
  NPR1 activator: -2
  ARFGAP1 inhibitor: 3
  rCAG binder: 0
  KLK7 zymogen act: -0.5
  ADAM10 inh: 2
  HGIII-sPLA2 inh: 17
  ASAP1 inh: 17
  FXN GAA850 act: 2.9
  GC-B act: 0
COc1ccc(OCCC(=O)N2CCN(C)CC2)cc1
  DDE Tn6 FP inh: 14
  NPR1 activator: -5
  ARFGAP1 inhibitor: 0
  rCAG binder: -3
  KLK7 zymogen act: 0.4
  ADAM10 inh: -3
  HGIII-sPLA2 inh: 2
  ASAP1 inh: 7
  FXN GAA850 act: 1.7
  GC-B act: 4
O=C(c1cccs1)N1CCN(c2nc3ccc([N+](=O)[O-])cc3s2)CC1
  DDE Tn6 FP inh: -5
  NPR1 activator: -6
  ARFGAP1 inhibitor: 9
  rCAG binder: -1
  KLK7 zymogen act: -0.4
  ADAM10 inh: -9
  HGIII-sPLA2 inh: 1
  ASAP1 inh: -7
  FXN GAA850 act: 4.5
  GC-B act: 1

(listing goes on)
SMILES	DDE Tn6 FP inh	NPR1 activator	ARFGAP1 inhibitor	rCAG binder	KLK7 zymogen act	ADAM10 inh	HGIII-sPLA2 inh	ASAP1 inh	FXN GAA850 act	GC-B act
O=C(NCc1ccccc1)c1ccc(S(=O)(=O)N2CCCCCC2)cc1	3	-2	1	1	0.8	1	-9	13	1.8	2
O=C1CCC(C(=O)OC(C(=O)Nc2cc(Cl)cc(Cl)c2)c2ccccc2)=NN1 (stereo not given)	-7	-16	-10	5	-0.2	6	-14	4	0.4	-17
Cc1ccc(-n2c(C)cc(C(=O)NS(=O)(=O)c3ccc(C)cc3)c2C)cc1	-7	4	7	40*	0.6	-3	-8	4	0.7	-2
CCC1=NN2C(=N)/C(=C\c3ccc(OCCOc4ccc(NC(C)=O)cc4)cc3)C(=O)N=C2S1	-5	1	-2	15	0.2	-91	-10	22	1.2	0
CCOC(=O)Cc1nnc(NC(=O)CSc2nncn2C)s1	1	-1	-1	4	-0.2	-5	-5	8	-0.8	3
CC(=O)c1ccc(N2CCN(C(=O)c3ccc(S(=O)(=O)NCc4ccco4)cc3)CC2)cc1	1	-3	2	1	0.5	-19	-7	8	-0.4	-3
CCn1cc(C(=O)NCCCN2CCC(C)CC2)c2cc(OC)c(OC)cc2c1=O	-2	7	-7	1	-0.9	-15	7	-8	1.8	-3
COc1ccc(CNc2nc(-c3cccnc3)nn2C(=O)C(C)C)cc1	3	21	-8	-2	0.1	-3	-1	-7	2.0	22
COc1ccc(CC(=O)Nc2nnc(CC(C)C)s2)cc1S(=O)(=O)N1CCOCC1	0	4	2	-1	0.0	-4	-2	-10	-0.6	0
Cc1cccnc1NC(=S)Nc1ccc(Br)cc1Cl	-2	4	-8	5	-0.3	-5	2	8	3.2	-1
CC(Oc1ccc2ccccc2c1)C(=O)NNC(=S)NC(=O)c1ccco1 (stereo not given)	-4	6	12	48*	0.0	-5	20*	8	1.9	3
COc1cc(C(=O)N/N=C(\C)c2ccccn2)cc(OC)c1OC	2	0	13	-5	-0.5	-10	1	13	-1.0	3
O=C(NNC(=O)c1ccc2ccccc2c1)c1ccc(Cl)c(Cl)c1	0	3	-16	3	-0.5	-7	-7	-9	0.2	-3
CC(C)=CC(=O)N1CCC(N2CCC(C(=O)NCC3CCCO3)CC2)CC1 (stereo not given)	5	3	3	-4	-1.2	-25	-1	-8	1.5	2
CCc1cc(C(=O)c2ccc(OC)cc2)c(NC(=O)COCC(=O)O)s1	2	-1	-1	27	-0.4	-5	-9	-12	-0.7	3
Cc1ccccc1N1CCN(C(=O)c2cccnc2)CC1	-4	2	9	-1	0.2	-4	11	4	-1.6	-4
O=C(CSc1ccc2c(c1)OCCO2)NC(=O)Cc1ccccc1	1	2	-7	-2	-0.7	-2	-5	-14	0.9	-1
Clc1ccc(C2CC(c3ccccc3)Nc3ncnn32)cc1 (stereo not given)	1	0	-2	-1	0.0	-7	-2	7	-0.8	2
COc1cc(O)c(C(C)=O)c(OC)c1	0	4	9	2	-0.3	-15	7	-7	-0.4	1
O=C(COC(=O)c1sc2cc(Cl)ccc2c1Cl)Nc1ncc(Cl)cc1Cl	0	3	2	5	0.5	-10	1	-5	.	0
Cc1onc(-c2c(F)cccc2Cl)c1C(=O)Nc1ccc(S(=O)(=O)Nc2ncccn2)cc1	-1	2	14	1	0.1	6	-1	1	1.4	-6
CC(=O)OC12CCCN(C1)/C(=C/c1ccccc1)C2 (stereo not given)	7	0	.	0	0.6	-2	2	.	.	-3
O=C(NCC1COc2ccccc2O1)C1(c2ccccc2)CCCC1 (stereo not given)	-5	-6	-8	-7	0.6	-1	-6	1	-1.3	-6
CC(C)NC(=O)C1(C)CSCC(=O)N1CC(F)(F)F (stereo not given)	-6	3	9	0	0.8	-15	7	-7	.	2
COc1ccc(S(=O)(=O)N2CCN(CC(O)COc3ccc(C#N)cc3)CC2)cc1OC (stereo not given)	3	0	1	4	-0.3	-13	-4	-10	1.9	0
C=CCC(C(=O)OC)(C(=O)OC)c1ccc([N+](=O)[O-])cc1[N+](=O)[O-]	3	6	2	-2	0.6	-3	2	-20	0.0	2
CCOC(=O)C1=C(CSc2nc3c(cc2C#N)CN(C)CC3)OC(N)=C(C#N)C1c1ccncc1 (stereo not given)	3	2	10	27	2.1	-69	-5	10	2.5	1
CN(Cc1ccccc1)S(=O)(=O)c1cccc(C(=O)OCc2cccc(C(F)(F)F)c2)c1	2	-5	.	4	-0.2	4	2	.	.	8
O=C(Cn1cccc1)N1CCc2ccccc21	-14	2	6	4	-0.1	12	4	-7	2.3	3
CC1CCCCC1NC(=O)c1nnc(Cc2ccc(Cl)cc2)o1 (stereo not given)	0	-3	1	1	-0.4	-2	-8	-3	-2.0	0
CC(=O)c1ccc(Nc2nc3ccccc3nc2NS(=O)(=O)c2cccs2)cc1	-3	8	3	33	0.9	-13	-10	7	0.8	-1
CC1=C(C(=O)N2CCOCC2)CC(CC(=O)NCc2cccc3ccccc23)C(=O)N1CCC1=CCCCC1 (stereo not given)	-9	2	8	0	0.3	-13	-1	-8	-1.2	1
Cc1ccc(NC(=O)CSCCc2ccccn2)nc1	-7	-3	2	-4	0.6	-5	8	3	1.3	5
O=C(O)c1ccc(CP(=O)(c2ccccc2)c2ccccc2)cc1	1	4	5	0	-0.1	-6	2	11	-0.6	5
O=C(CNC(=O)c1ccccc1Br)N/N=C/c1cccs1	-2	1	4	2	0.5	14	5	11	-1.8	6
CCN(CC)S(=O)(=O)c1cccc(C(=O)NN2Cc3ccccc3C2=N)c1	6	3	-2	-2	-0.6	-9	7	1	0.9	4
O=C(NCc1ccco1)c1ccc(Cn2c(=O)c3ccccc3n(Cc3cccc(F)c3)c2=O)cc1	9	-5	8	2	-0.6	-4	0	0	8.0*	2
CCCc1cnc(NCCNCC(O)COc2ccc(Cl)c(Cl)c2)nc1 (stereo not given)	3	-37	0	-2	0.6	7	-12	3	-0.5	-21
O=C(N/N=C/c1ccco1)c1cc(-c2cccc3ccccc23)n[nH]1	0	-1	6	13	0.6	13	1	-9	3.1	1
C=CC[C@@H](CC(=O)N[C@@H](CO)Cc1ccccc1)C(=O)NC[C@H](OC(=O)[C@@H](CC=C)Cc1ccc(F)cc1)c1ccccc1	-3	-1	3	0	0.2	2	4	12	-3.5	2
CCOC(=O)C1=CCN(S(=O)(=O)c2ccccc2C)C1c1cccc(C)c1 (stereo not given)	-5	-9	9	0	0.1	1	-4	2	.	-2
CN(C)S(=O)(=O)c1cccc(NC(=O)COC(=O)CCc2nc3ccccc3s2)c1	-2	-1	-1	3	0.5	6	-13	5	0.2	-2
C/[N+]([O-])=C/c1c(OCc2ccccc2)ccc2ccccc12	4	0	-5	15	-0.1	-1	10	-5	4.2	1
S=c1[nH]nc(CCc2ccccc2)n1Cc1ccccc1	6	-5	-20	-3	0.8	0	6	7	2.4	-2

Screening data: PubChem BioAssay, several laboratories
